Assay outcomes: PubChem BioAssay, several laboratories
M18AAP inhibitor: PfM18AAP enzyme inhibition; recombinant PfM18AAP, H-Glu-NHMec fluorogenic cleavage; inhibition, % at 7.35 µM; actives 1.2% (n = 290,000); AID 1822;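 active = inhibition above the campaign mean inhibition over all tested compounds plus 3 SD, cut at about 28% in these data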;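 note: 0% = plate median of test compound wells and 100% = 2 mM ZnCl2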
pCIP destab: p/CIP protein destabilization | decrease of EGFP signal, % at 10 µM | AID 1984 | Q05BA5 | F442A p/CIP-EGFP cells, EGFP fluorescence, 16 h | actives 0.01% (n = 290,000);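 active = EGFP signal decrease of at least 30% at 10 µM or well 3 SD below plate mean, unless failing retest; inactive = the rest, including hits failing retest or dose response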; note: some compounds called inactive have numbers as strong as hits; many of its hits are not listed in these tables
MEKK2mut PB1 HTS: signal of MEK5 binding to mutant human MEKK2 PB1 domain | actives 0.35% (n = 290,000) | percent response, % at 10 µM | bead flow cytometry, Alexa488-MEK5 binding to MEKK2 mutant; in the data active = percent response above about 24%, passing the limit was not always enough; note: inactives centre near 1; some results filed as inactive read as strong as hits; reference of the scale not given here
UBC9 SUMO inh: blocks human SUMOylation mediated by UBC9; HTRF SUMOylation assay, SAE1/SAE2 + UBC9, in vitro; inhibition, % at 35 µM; actives 0.36% (n = 290,000); AID 2006; in the data active = inhibition above about 50%, passing the limit was not always enough; note: strong numbers were not always called active
Target sequence (P63279 whole entry, looked up): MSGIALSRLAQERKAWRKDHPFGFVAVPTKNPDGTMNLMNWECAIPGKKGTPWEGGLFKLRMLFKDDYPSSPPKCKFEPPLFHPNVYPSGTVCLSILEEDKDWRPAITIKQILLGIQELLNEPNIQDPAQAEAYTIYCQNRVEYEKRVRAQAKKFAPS
NALP1 inh: blocks the NALP1 inflammasome reconstituted in yeast; S. cerevisiae NALP1/ASC/caspase-1 growth, X-gal OD620, 72 h; inhibition, % at 10 µM; actives 0.61% (n = 280,000); AID 2071; in the data active = inhibition mostly above about 24%, no sharp cut-off; inactive = mostly below about 32%; note: some compounds called inactive have numbers as strong as hits
IDE act: boosts human insulin-degrading enzyme activity in HEK cells. FAbeta-B cleavage, fluorescence polarization; 0% vehicle, 100% cell-free pure enzyme wells. activation, % at 5.96 µM. actives 0.073% (n = 340,000). AID 493087;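 active = activation above the mean of all tested compounds plus 3 SD, set per screening campaign, cut at about 17% in these data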
MEKK2wt PB1 HTS: raises or lowers MEK5 binding to wildtype human MEKK2 PB1 domain; Q9Y2U5; bead flow cytometry, Alexa488-MEK5 binding to MEKK2 WT; actives lie on both sides; binding response (% of control), % at 10 µM; actives 1.1% (n = 290,000); AID 1531; in the data active = binding response below about 67% or above about 130%
MEKK3 PB1 HTS: MEKK3-MEK5 PB1 interaction, increase or decrease | Q99759 | actives 1.4% (n = 290,000) | binding response (% of control), % at 10 µM | AID 1529 | bead-based flow cytometry, Alexa488-MEK5 binding to MEKK3; actives lie on both sides; 0 = blocked by unlabeled MEK5, 100 = vehicle;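 active = binding response more than 3 SD above or below the average of its plate-row segment, actives on both sides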;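 note: Alexa488 bead fluorescence after subtracting the streptavidin-only scavenger bead signal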
Target sequence (Q99759 whole entry, looked up): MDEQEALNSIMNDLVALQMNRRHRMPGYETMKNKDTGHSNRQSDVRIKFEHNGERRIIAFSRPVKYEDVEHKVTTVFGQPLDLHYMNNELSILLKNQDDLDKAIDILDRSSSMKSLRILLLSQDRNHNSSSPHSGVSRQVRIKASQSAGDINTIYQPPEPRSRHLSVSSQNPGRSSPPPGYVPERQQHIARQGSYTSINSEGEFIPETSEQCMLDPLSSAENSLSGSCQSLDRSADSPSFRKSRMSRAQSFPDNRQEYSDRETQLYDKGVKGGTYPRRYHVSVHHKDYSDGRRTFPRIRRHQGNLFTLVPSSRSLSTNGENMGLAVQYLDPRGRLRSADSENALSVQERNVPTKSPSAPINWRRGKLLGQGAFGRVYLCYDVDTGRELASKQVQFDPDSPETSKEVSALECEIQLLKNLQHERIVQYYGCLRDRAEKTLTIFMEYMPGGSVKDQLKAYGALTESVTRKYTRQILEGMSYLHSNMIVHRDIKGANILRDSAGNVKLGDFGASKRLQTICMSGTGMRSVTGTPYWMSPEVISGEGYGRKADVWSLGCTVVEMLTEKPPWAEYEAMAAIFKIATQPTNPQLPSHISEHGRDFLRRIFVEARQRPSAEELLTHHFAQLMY
IDE inh: cellular human IDE inhibition; P14735; HEK cells, FAbetaB cleavage, fluorescence polarization; inhibition, % at 5.59 µM; actives 0.41% (n = 320,000);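 active = percent inhibition above the average of all tested compounds plus 3 SD, set per screening campaign, cut at about 16% in these data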;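 note: IDE supplied by intact live HEK cells; FP after avidin binding of uncleaved biotin substrate so inhibition keeps polarization high; 0% = DMSO wells and 100% = 60 µM reference IDE inhibitor Ii1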
Active calls of the source: *; · = not tested or not shown. A portion of the library, so the mix of outcomes need not match the whole.

nr	SMILES	MEKK2wt PB1 HTS	IDE act	pCIP destab	MEKK2mut PB1 HTS	MEKK3 PB1 HTS	IDE inh	M18AAP inhibitor	NALP1 inh	UBC9 SUMO inh
1	COC(=O)C1CCN(Cc2ccc(C)cc2)CC1	101	3	5	1	101	2	1	11	1
2	CC(C)(C)C(=O)Nc1scc(-c2ccc(-c3ccccc3)cc2)c1C(=O)O	107	-1	-10	6	103	5	2	-81	14
3	Cc1ccc(NC(=O)COC(=O)c2ccc3c(c2)NC(=O)C2CCCN32)cc1C (stereo not given)	91	·	-12	-3	91	·	9	-15	46
4	CCC(=O)Nc1ccc(C(=O)NCc2ccccn2)cc1	97	7	2	-1	100	-2	-6	6	3
5	CCc1ccc(-n2c(=O)c3ccccc3n3c(=S)[nH]nc23)cc1	106	-3	-2	7	105	-4	27	-8	15
6	Cc1cc(C(=O)OCC(=O)Nc2nnc(C(C)C)s2)c2ccccc2n1	109	1	-6	3	108	3	-3	16	26
7	Cc1[nH]c2ccc(-c3n[nH]c(=S)n3-c3ccc(Br)cc3)cc2c1C	102	3	-6	2	102	4	-3	0	12
8	COc1ccc(C(=O)OCC(=O)NCC2CCCO2)cc1[N+](=O)[O-] (stereo not given)	98	4	-7	-6	105	7	5	5	19
9	Cc1ccc(-c2nnn(CC(=O)N(c3ccc4c(c3)OCCO4)C(C(=O)NCC3CCCO3)c3ccc(F)cc3)n2)o1 (stereo not given)	96	10	-3	-2	96	-1	2	-3	7
10	O=C(NCc1ccco1)c1cc(S(=O)(=O)N2CCOCC2)ccc1Br	105	5	-18	7	105	-6	-11	6	16
11	CCc1ccc(C2C(C#N)=C(N)Oc3cc(N)ccc32)cc1 (stereo not given)	99	-6	-7	5	99	14	5	10	4
12	COc1ccc(-c2nc(/C=C3\C(C)=Nc4ccccc43)c(O)o2)cc1	99	-7	-12	-3	101	3	-4	7	2
13	CCCOc1ccc(/C=N/Nc2cc(N3CCOCC3)ncn2)c(O)c1	101	1	22	0	100	-4	1	-28	-24
14	N/C(=N\OC(=O)c1ccccc1Cl)c1cccnc1	94	-1	-5	18	110	-2	1	11	16
15	Cc1ccc(C2(C)NC(=O)N(CC(=O)Nc3cccnc3Cl)C2=O)cc1 (stereo not given)	115	1	-5	1	120	11	4	-11	14
16	Cc1ccc2nc(C)cc(C(=O)N3CCCC(N4CCN(c5ccccc5C)CC4)C3)c2c1 (stereo not given)	106	5	8	3	102	-5	-6	6	-2
17	COc1ccc(-c2cc3nc4c(c(=O)n3[nH]2)CCC4)cc1	103	2	-9	1	107	3	-2	20	10
18	COc1ccc(/C(N)=N/OC(=O)CCC2CCCC2)cc1	104	5	4	3	103	2	1	5	2
19	O=C1CC(C(=O)N(c2ccccc2)C(C(=O)NC2CCCC2)c2ccncc2)CS1 (stereo not given)	107	5	-1	5	102	6	-5	-1	-6
20	Cc1cc(Nc2ccccc2)c2c([N+](=O)[O-])c(C)cc(C)c2n1	97	2	-2	7	102	-2	2	·	-8

11 of these compounds in a different format:
1. COC(=O)C1CCN(Cc2ccc(C)cc2)CC1
2. CC(C)(C)C(=O)Nc1scc(-c2ccc(-c3ccccc3)cc2)c1C(=O)O
3. Cc1ccc(NC(=O)COC(=O)c2ccc3c(c2)NC(=O)C2CCCN32)cc1C (stereo not given)
4. CCC(=O)Nc1ccc(C(=O)NCc2ccccn2)cc1
5. CCc1ccc(-n2c(=O)c3ccccc3n3c(=S)[nH]nc23)cc1
6. Cc1cc(C(=O)OCC(=O)Nc2nnc(C(C)C)s2)c2ccccc2n1
7. Cc1[nH]c2ccc(-c3n[nH]c(=S)n3-c3ccc(Br)cc3)cc2c1C
8. COc1ccc(C(=O)OCC(=O)NCC2CCCO2)cc1[N+](=O)[O-] (stereo not given)
9. Cc1ccc(-c2nnn(CC(=O)N(c3ccc4c(c3)OCCO4)C(C(=O)NCC3CCCO3)c3ccc(F)cc3)n2)o1 (stereo not given)
10. O=C(NCc1ccco1)c1cc(S(=O)(=O)N2CCOCC2)ccc1Br

Screen / compound no.	1	2	3	4	5	6	7	8	9	10
MEKK2wt PB1 HTS	101	107	91	97	106	109	102	98	96	105
IDE act	3	-1	·	7	-3	1	3	4	10	5
pCIP destab	5	-10	-12	2	-2	-6	-6	-7	-3	-18
MEKK2mut PB1 HTS	1	6	-3	-1	7	3	2	-6	-2	7
MEKK3 PB1 HTS	101	103	91	100	105	108	102	105	96	105
IDE inh	2	5	·	-2	-4	3	4	7	-1	-6
M18AAP inhibitor	1	2	9	-6	27	-3	-3	5	2	-11
NALP1 inh	11	-81	-15	6	-8	16	0	5	-3	6
UBC9 SUMO inh	1	14	46	3	15	26	12	19	7	16

11. CCc1ccc(C2C(C#N)=C(N)Oc3cc(N)ccc32)cc1 (stereo not given)

Screen / compound no.	11
MEKK2wt PB1 HTS	99
IDE act	-6
pCIP destab	-7
MEKK2mut PB1 HTS	5
MEKK3 PB1 HTS	99
IDE inh	14
M18AAP inhibitor	5
NALP1 inh	10
UBC9 SUMO inh	4

(list continues)
nr	SMILES	MEKK2wt PB1 HTS	IDE act	pCIP destab	MEKK2mut PB1 HTS	MEKK3 PB1 HTS	IDE inh	M18AAP inhibitor	NALP1 inh	UBC9 SUMO inh
21	CCn1cc(C(=O)O)c(=O)c2cnc(N3CCN(C(=S)NC(=O)c4ccc(OC)cc4)CC3)nc21	97	4	-16	1	95	6	-5	-14	0
22	COc1cc(/C=N/Nc2nc(-c3ccc(S(=O)(=O)N(C)C)cc3)cs2)ccc1O	98	-4	-2	5	100	4	14	-13	6
23	O=C(O)/C(=C\c1cn(-c2ccccc2)nc1-c1cccnc1)NC(=O)c1ccccc1	95	7	-2	-1	99	0	16	-17	9
24	C[n+]1cccc(C2C(C#N)=C(N)Oc3c2ccc2ccccc32)c1 (stereo not given)	105	-6	5	4	102	7	38*	10	20
25	COc1ccc(Cn2c(=O)[nH]c3cc(C(=O)N4CCN(c5ccccc5F)CC4)ccc3c2=O)cc1	100	2	-6	1	106	6	3	12	19
26	Cc1ccc(C(=O)CSc2nnc3c4ccccc4nc(C(C)(C)C)n23)cc1	96	-1	4	1	106	2	2	-22	-20
27	O=C(Nc1cc(Br)ccc1O)c1cc(-c2ccco2)on1	104	3	-11	4	103	-3	2	17	17
28	COc1ccc(-c2nc(CN3CCC(C(=O)NCC4CCCO4)CC3)c(C)o2)cc1OC (stereo not given)	98	5	6	0	99	1	2	12	9
29	CSc1nsc(SCc2ccc(Cl)cc2)n1	107	9	0	4	101	-1	5	-8	-12
30	O=C(NC12CC3CC(CC(C3)C1)C2)N1CCN(C(=O)C2CCCO2)CC1 (stereo not given)	101	1	7	2	98	2	8	37	1
31	CCCCOC(=O)CSc1nnc(-c2ccc(Cl)cc2Cl)o1	100	5	0	3	100	8	5	18	-15
32	Cc1nn(-c2ccccc2)nc1C(=O)Oc1cc(C(F)(F)F)nn1-c1ccccc1	99	2	-18	-1	103	-7	0	4	-31
33	COc1ccc(COc2cc(-c3cccc(OC)c3)nc3ccc(NC(=O)c4cccnc4)cc23)cc1	100	3	-10	-3	98	2	-6	1	-10
34	CCC(CO)NCc1ccc(-c2ccccc2)cc1 (stereo not given)	108	3	-8	10	101	0	-5	35	-1
35	COC(=O)c1cc(OC)c(OC)cc1NC(=O)CSc1ccccc1	107	0	-4	8	106	1	-7	29	6
36	COc1cc(NC(=O)COc2c(C)cc(C)cc2[N+](=O)[O-])c(OC)cc1Cl	105	3	0	0	120	-3	-3	19	-10
37	Cc1ccccc1CN(c1ccc(C(=O)Nc2cccnc2)cc1)S(C)(=O)=O	94	-2	4	-4	99	8	7	-7	11
38	Clc1cccc(Oc2ncccn2)c1	101	-3	-2	-2	102	9	-2	27	-3
39	COCC(=O)Nc1nnc(COc2ccc(Cl)cc2)s1	92	2	-11	2	83	-12	1	15	5
40	O=C(Cn1nnc(-c2cccs2)n1)NNC(=O)c1ccccc1Cl	112	2	-9	24	128*	-4	-1	·	19

Complete entries, looked up by structure. Screens in order: MEKK2wt PB1 HTS	IDE act	pCIP destab	MEKK2mut PB1 HTS	MEKK3 PB1 HTS	IDE inh	M18AAP inhibitor	NALP1 inh	UBC9 SUMO inh
Cc1nn(-c2ccccc2)nc1C(=O)Oc1cc(C(F)(F)F)nn1-c1ccccc1 is entered as 99	2	-18	-1	103	-7	0	4	-31
O=C(NC12CC3CC(CC(C3)C1)C2)N1CCN(C(=O)C2CCCO2)CC1 (stereo not given) is entered as 101	1	7	2	98	2	8	37	1

Further results:
nr	SMILES	MEKK2wt PB1 HTS	IDE act	pCIP destab	MEKK2mut PB1 HTS	MEKK3 PB1 HTS	IDE inh	M18AAP inhibitor	NALP1 inh	UBC9 SUMO inh
41	COc1ccc(CN(CC(=O)NCc2ccc(F)cc2)C(=O)c2csnn2)cc1	92	2	-20	-4	101	2	-2	30	-10
42	Cc1cc2oc(C(=O)NCCc3ccc(S(N)(=O)=O)cc3)c(C)c2cc1C	91	-9	-6	-2	98	2	1	24	15
43	COc1ccc(OC)c(-n2c(C)nc3cc(C(=O)O)ccc32)c1	96	2	-6	-11	95	0	-4	22	-15
44	O=C(CNc1ccc(F)cc1)N/N=C1\CCCc2ccccc21	92	-9	-12	-6	89	3	0	10	4
45	CCN(CC)c1ccc(NC(=O)c2[nH]c(C)c(C(C)=O)c2C)c(C)c1	110	4	-2	3	103	-3	-9	-6	-9
46	COc1cc(C(=O)N[C@@H](Cc2c[nH]c3ccccc23)C(=O)O)cc(OC)c1OC	102	1	-15	7	103	-6	-4	4	12
47	Cc1ccc2oc(C(=O)NCc3ccc4c(c3)OCO4)c(C)c2c1	100	2	3	3	98	3	-3	15	-16
48	CC1=CC(C)(C)NC(=S)N1c1ccc(C)c(C)c1	92	7	8	-8	94	-1	-2	1	12
49	O=C(O)/C=C/C(=O)NCc1csc2ccccc12	76	-3	-13	-22	79	-6	-20	14	7
50	CC(C)N1CCN(C(=O)C2CCC(=O)N(CCc3cccc(F)c3)C2)CC1 (stereo not given)	97	1	-1	1	100	·	3	13	-3
51	O=C(OCCNc1nc(-c2ccccc2)nc2ccccc12)c1cccnc1	99	4	-14	-1	92	1	4	3	0
52	COc1cc2c(cc1NC(=S)NC(=O)/C=C/c1ccc(OC)c(OC)c1)oc1ccccc12	86	3	8	-3	87	·	1	34	-16
53	Cc1c(NC(=O)CSc2nc3c(cnn3-c3ccccc3)c(=O)[nH]2)c(=O)n(-c2ccccc2)n1C	87	2	-4	-3	85	-1	2	32	12
